CRFBP-R2 agonist: CRF-BP/CRF-R2 complex agonism | activation, % at 13.2 µM | 0.46% of 350,000 active | HEK293 CRF-R2/CRF-BP, calcium dye fluorescence (FLIPR); percent of saturating CRF peptide response;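 active = activation of at least 50%, plus an integration ratio under a set limit after plate pattern correction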;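 note: plate controls were neutral control wells without compound for no effect and CRF at EC100 for full effect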
CHRM4 agonist: CHRM4 agonism in calcium assay; P08173; CHO-K1 hM4/Gqi5, Fluo-8 calcium fluorescence; vehicle 0%, full acetylcholine response 100%; activation, % at 3 µM; 0.14% of 360,000 active; AID 624127;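 active = activation above the run mean over all test wells plus 3 SD, cut at about 32% in these data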;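 note: peak over basal fluorescence ratio per well then scaled between controls; 0% = DMSO wells and 100% = acetylcholine at EC100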
Target sequence (P08173 whole entry, looked up): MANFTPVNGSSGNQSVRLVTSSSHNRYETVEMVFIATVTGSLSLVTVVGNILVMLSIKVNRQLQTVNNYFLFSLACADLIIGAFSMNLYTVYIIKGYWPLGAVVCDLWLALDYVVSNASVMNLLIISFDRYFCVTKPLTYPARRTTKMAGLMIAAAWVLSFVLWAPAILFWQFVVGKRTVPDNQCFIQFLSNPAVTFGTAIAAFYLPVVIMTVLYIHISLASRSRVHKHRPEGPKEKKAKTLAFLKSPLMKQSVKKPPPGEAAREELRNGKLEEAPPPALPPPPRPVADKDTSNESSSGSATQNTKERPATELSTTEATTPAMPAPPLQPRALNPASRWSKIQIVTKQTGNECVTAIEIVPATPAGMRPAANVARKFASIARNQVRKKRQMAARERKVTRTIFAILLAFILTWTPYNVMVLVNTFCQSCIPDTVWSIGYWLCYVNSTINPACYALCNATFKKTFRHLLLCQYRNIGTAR
CHRM4 PAM: CHRM4 positive allosteric modulation | CHO-K1 hM4/Gqi5, Fluo-8 calcium fluorescence, ACh EC20; 0% = ACh EC20, 100% = maximal ACh | activation, % at 3 µM | P08173 | AID 624126 | 0.4% of 360,000 active;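 active = activation above its plate's cutoff, the mean activation of sample wells plus 3 SD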; note: some results filed as inactive read as strong as hits
M5 antag: blocks acetylcholine activation of human M5 receptor. P08912. CHO-hM5 cells, Fluo-8 calcium fluorescence, ACh EC80. inhibition, % at 3 µM. 0.59% of 360,000 active. AID 624040;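 active = inhibition above a per-plate cutoff, the mean of that plate's test compounds plus 3 SD, cut at about 27% in these data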;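 note: 0% = acetylcholine EC80 with DMSO and 100% = DMSO without agonist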
Target sequence (P08912 whole entry, looked up): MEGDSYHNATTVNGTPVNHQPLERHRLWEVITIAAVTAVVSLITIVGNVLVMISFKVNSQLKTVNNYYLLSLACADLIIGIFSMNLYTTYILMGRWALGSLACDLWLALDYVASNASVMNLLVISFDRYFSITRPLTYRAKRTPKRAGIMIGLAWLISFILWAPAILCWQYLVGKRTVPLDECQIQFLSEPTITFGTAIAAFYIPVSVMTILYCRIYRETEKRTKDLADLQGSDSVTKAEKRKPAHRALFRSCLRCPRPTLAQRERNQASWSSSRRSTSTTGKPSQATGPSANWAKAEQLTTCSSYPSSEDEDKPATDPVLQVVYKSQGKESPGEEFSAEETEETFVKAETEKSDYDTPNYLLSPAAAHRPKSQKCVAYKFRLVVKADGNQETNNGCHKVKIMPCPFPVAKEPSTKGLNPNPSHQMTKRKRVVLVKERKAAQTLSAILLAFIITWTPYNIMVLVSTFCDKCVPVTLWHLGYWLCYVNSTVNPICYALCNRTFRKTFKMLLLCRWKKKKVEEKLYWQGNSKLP
M4 antag: blocks acetylcholine activation of human M4 receptor; 0.73% of 360,000 active; CHO-hM4 cells, ACh EC80, Fluo-8 calcium fluorescence; AID 624125; P08173; inhibition, % at 3 µM;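 active = inhibition above its plate's cutoff, the mean inhibition of sample wells plus 3 SD, cut at about 27% in these data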;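 note: 0% = acetylcholine EC80 with DMSO and 100% = DMSO without agonist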
M5 ag: CHRM5 agonism in calcium assay. P08912. 0.19% of 360,000 active. activation, % at 3 µM. CHO-K1 hM5 cells, Fluo-8 calcium fluorescence; 0% DMSO wells, 100% maximal acetylcholine response;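 active = activation above the run's mean over test compounds plus 3 SD, cut at about 23% in these data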;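 note: signal is peak over basal fluorescence ratio across the kinetic read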
CRFR2-BP antag: blocks CRF-induced signaling of the CRF-BP/CRF-R2 complex. inhibition, % at 11.8 µM. AID 588475. HEK293 CRF-R2/CRF-BP, CRF-induced calcium fluorescence. 0.59% of 350,000 active;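 active = inhibition of the ligand-induced calcium signal above about 50% at the single tested concentration, limit read from the data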
M5 PAM: positive allosteric modulators of human muscarinic M5 receptor. activation, % at 3 µM. 0.3% of 360,000 active. P08912. AID 624038. CHO-K1 hM5, Fluo-8 calcium, ACh EC20 PAM; 0% = ACh EC20, 100% = ACh EC100;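 active = activation above the run cutoff, the mean activation of all test compounds plus 3 SD, cut at about 18% in these data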
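System – CHO-K1 hM5 cells · Compound – 3 µM, single dose · Incubation – compound preincubation 140 s before EC20 acetylcholine addition · Technique – Fluo-8 calcium fluorescence · Measure – Max/basal fluorescence ratio as % of EC20–EC100 ACh window · Benchmarks – low control EC20 acetylcholine (0%), high control EC100 acetylcholine (100%) · Replication – singlicate, one well per test compound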
M1 PAM: positive allosteric modulators of human M1 muscarinic receptor; CHO-K1 hM1, Fluo-8 calcium fluorescence, ACh EC20; 0% = ACh EC20, 100% = maximal ACh; P11229; activation, % at 3 µM; 0.088% of 360,000 active; in the data active = activation above about 19%, passing the limit was not always enough
An asterisk follows results filed as active; · = no result given.

SMILES	CRFBP-R2 agonist	CHRM4 agonist	CHRM4 PAM	M5 antag	M4 antag	M5 ag	CRFR2-BP antag	M5 PAM	M1 PAM
CCOC(=O)c1cc2occc2n1CC(=O)N1CCN(C(=O)c2ccco2)CC1	-1.1	1	0	-3	2	0	-8	-5	0
O=C(NCCC1CCCCN1S(=O)(=O)c1ccc(F)cc1)C(=O)NCc1cccnc1 (stereo unspecified)	-3.0	1	0	-6	-3	-4	3	5	4
CCOc1ccc(CCN2C(=O)C(=O)N([C@@H](CC(C)C)CN3CCC[C@@H]3CN3C(=O)C(=O)NC[C@@H]3Cc3ccccc3)C[C@@H]2CC(C)C)cc1	0.4	0	7	-2	-15	-2	-2	-2	10
CC(=O)/C(=C\N(C)C)Sc1ccc(Cl)cc1	-3.5	12	-13	1	-11	1	9	-21	-7
COc1ccc(OC)c(/C=C/c2nc3ccccc3[nH]c2=O)c1	42	8	5	-2	-4	-1	-71	1	-2
Cc1nn(CC(=O)OCCOc2ccc(Br)cc2)c(C)c1[N+](=O)[O-]	-2.2	3	-7	8	1	-7	31	-12	-7
Cc1ccnc(N/N=C/c2ccccc2)n1	-2.6	0	-6	-1	13	-1	-15	3	-6
CC(=O)NS(=O)(=O)c1ccc(NC(=O)[C@@H]2CCCN2S(=O)(=O)c2ccc(Cl)cc2)cc1	-0.7	1	5	10	7	1	1	0	10
COc1ccc(-c2nc(CSCC(=O)NC3CCCc4ccccc43)c(C)o2)cc1OC (stereo unspecified)	-0.6	2	-12	10	5	0	7	-7	1
COc1cccc(C(=O)N2CCN(Cc3ccc4c(c3)OCO4)CC2)c1OC	-1.7	1	1	4	3	-2	11	-11	1
COc1ccccc1-n1cnnc1SCc1csc(-c2ccccc2)n1	0.4	2	-6	10	-5	0	15	-6	-3
C=CCCC(=O)Nc1nc(C)c(-c2csc(Nc3cccc(OC)c3)n2)s1	-1.8	3	-2	-2	5	0	-5	4	-3
COc1ccc(Cc2nnc(NC(=O)c3ccc(OC)cc3OC)s2)cc1	3.2	2	3	-6	-20	4	-8	9	4
CCC(=O)n1nc(-c2ccc(Cl)cc2)nc1NCc1ccccc1	3.6	1	5	-2	-6	0	-4	-2	2
O=C(N/N=C/c1ccccn1)c1ccc(Br)o1	4.2	1	2	-1	-8	1	-8	2	6
Cc1nnc(SCC(=O)Nc2cc(C(N)=O)cc(C(N)=O)c2)n1-c1ccccc1	-0.9	1	4	-4	-5	-3	2	6	12
O=c1c2ccccc2[nH]c(=S)n1-c1cccc(S(=O)(=O)N2CCCC2)c1	0.7	5	1	10	-4	0	-14	-6	2
COCCN(C(=S)Nc1ccccc1C)C(C)c1ccco1 (stereo unspecified)	-0.8	1	24	8	9	-2	12	2	5
CC(C)NC(=O)C1(C)CCN1C(=O)c1ccccc1F (stereo unspecified)	·	0	1	2	3	-1	·	-2	9
COc1ccc(-c2c(C(=O)c3ccccc3)[nH]c(N)c2C(=O)c2ccc(Br)cc2)cc1OC	·	9	5	4	-11	4	·	-11	·
Cn1cnnc1SCC(=O)Nc1ccc2nc(SCc3ccccc3Cl)sc2c1	4.0	6	5	1	-4	1	-46	-3	3
O=C(C1CCC(Cn2c(=S)[nH]c3ccccc3c2=O)CC1)N1CCN(c2ccccc2)CC1 (stereo unspecified)	-0.2	2	10	-5	-3	1	-29	-4	1
Cc1cc(=O)oc2cc(OC(C)C(=O)Nc3ccc(N4CCOCC4)cc3)ccc12 (stereo unspecified)	-2.3	1	5	4	-7	2	30	1	7
CNC(=O)c1cc(C(=O)c2ccc(Cl)cc2)c(Br)[nH]1	-0.8	2	3	8	2	0	15	-1	3
COc1ccc(NC(=O)c2cccc(N3C(=O)C4C5C=CC(C5)C4C3=O)c2)cc1Cl (stereo unspecified)	0.9	4	1	16	-8	-2	-3	-7	-2
Cc1cccc2sc(NNC(=O)c3cc(-c4cccs4)nc4ccccc34)nc12	-1.4	22	-11	17	15	7	-2	-15	-10
COc1ccc(N2CCN(CCNC(=O)Nc3ccc(Cl)cc3)CC2)cc1	-2.0	12	5	12	3	10	-15	-4	3
Cc1ccc(-c2nnc(CSc3nnc(COc4ccccc4)n3-c3ccc(C)cc3)o2)cc1	-1.4	-1	0	5	-3	1	-48	1	8
COc1ccccc1OCC(=O)Nc1ccc(S(=O)(=O)Nc2nccs2)cc1	-0.5	1	-5	3	8	-1	16	3	-2
O=C1CCC([N+](=O)[O-])C(c2ccccc2Cl)N1 (stereo unspecified)	0.5	1	5	1	-4	-3	-1	6	13
S=c1[nH]nc(-c2cccnc2)n1C1CCCCC1	1.3	1	26*	11	-1	-4	6	4	8
Cc1c(NC(=O)c2ccccc2N(C)S(=O)(=O)c2ccccc2)c(=O)n(-c2ccccc2)n1C	0.3	0	-4	-6	8	-1	-16	2	0
CCOP(=O)(OCC)C1NC(=O)N(c2ccccc2)C1=O (stereo unspecified)	0.3	1	1	16	1	-4	-10	-3	12
Cn1cc(C(=O)Nc2ccccn2)c(=O)c2ccccc21	-1.9	3	-1	-2	0	-2	-5	-5	4
O=C(O)c1cccc(S(=O)(=O)Nc2ccc(OCc3ccccc3)cc2)c1	0.1	1	1	-6	2	-3	3	10	5
COc1cc(NC(=O)c2ccccc2)c(OC)cc1NC(=O)CN1C(=O)NC2(CCCCC2C)C1=O (stereo unspecified)	-1.6	1	4	3	-7	0	-8	-1	2
O=C(C1CCN(S(=O)(=O)c2cc(Cl)ccc2Cl)CC1)N1CCOCC1	-0.4	2	-3	10	-13	-1	-7	6	0
Cc1nc2sccn2c(=O)c1S(=O)(=O)NCC1CCN(Cc2ccc(Cl)cc2)CC1	-0.4	4	-12	-3	22	-4	7	0	-11
CC(=O)c1ccc(NC(=S)N2CCN(S(=O)(=O)c3ccc(F)cc3)CC2)cc1	0.3	6	-2	1	-3	0	5	-3	4
COc1cccc(/C=c2/s/c(=C(\C#N)C(=O)N3CCOCC3)n(-c3ccccc3)c2=O)c1	-1.2	1	18	7	-3	-1	-1	2	4
O=c1[nH]c2ccc(S(=O)(=O)N3CCCCC3)cc2o1	-2.5	0	14	-8	-5	1	14	2	7
CN(Cc1cn(C)nc1-c1cccc(Cl)c1)CC1CCCCO1 (stereo unspecified)	2.4	1	2	-12	0	-3	22	-1	10
N#C/C(=C\c1ccccn1)c1nc2ccccc2s1	82*	20	-10	17	18	44*	-222	-20	-22
O=C(NCC(=O)N(Cc1cccs1)C(C(=O)NC1CCCCC1)c1ccco1)c1cccs1 (stereo unspecified)	0.3	12	-18	21	-5	3	-12	-18	-10
CCOC(=O)C1=C(N)Oc2ccc3ccccc3c2C1c1ccc(O)cc1 (stereo unspecified)	1.0	0	-1	10	-3	-6	-4	-3	3
Cc1cc(OCCCCOc2ccc(S(N)(=O)=O)c(C)c2)ccc1S(N)(=O)=O	9.9	9	0	15	-5	2	-14	-5	-2
CC(=O)Nc1ccc(S(=O)(=O)NNC(=O)c2cccc(Br)c2)cc1	-4.5	2	0	5	9	-5	19	-5	-1
CC(=O)c1ccc(OCc2cn(CC(=O)c3ccc(O)cc3)nn2)c(C)c1	0.1	1	-2	0	-3	3	9	-2	-12
COc1cc(Cl)c(NS(=O)(=O)c2ccc(-c3ccc(=O)[nH]n3)o2)c(OC)c1	-1.1	1	1	-2	4	-3	-4	0	1
CC(Oc1ccc2oc3ccccc3c2c1)C(=O)NC12CC3CC(CC(C3)C1)C2 (stereo unspecified)	7.8	-1	3	-4	-9	0	-24	4	10
Cc1cc2oc(=O)cc(CN3CCCCC3C)c2cc1Cl (stereo unspecified)	-5.5	12	-10	6	4	0	-7	-7	-11
CCn1c(SCC(=O)Nc2cccc(NC(C)=O)c2)nnc1-c1ccco1	1.6	1	-1	1	-7	-1	-3	5	13
Cn1cccc1/C=N/N1CCN(Cc2ccccc2Cl)CC1	1.9	2	-4	-3	8	0	1	2	3
COC(=O)c1ccc(CSc2ncnc3c2oc2ccccc23)o1	3.3	1	14	-1	-9	-3	33	-3	9
Nc1nc(C(F)(F)F)cc(=O)[nH]1	-1.7	1	3	0	2	1	9	2	5
CCCc1sc(N)nc1-c1ccc(Cl)cc1	3.9	-2	-7	1	-1	-6	-36	-6	-1
CCc1noc(C)c1C(=O)Nc1nc2ccc(S(C)(=O)=O)cc2s1	1.4	2	-4	4	-8	3	7	-3	4
Cc1cc(C)nc(-n2nc(C)c(C3(O)C(=O)Nc4ccc(F)cc43)c2N)n1 (stereo unspecified)	1.5	1	4	4	3	-1	8	-5	7
COc1ccc(CC(=O)Nc2ccc(S(=O)(=O)N(C)C)cc2)cc1OC	-5.5	1	-1	-5	3	0	32	-1	-1
c1ccc2c(c1)CCCN2Cc1nnnn1CC1CCCO1 (stereo unspecified)	7.4	2	19	-7	2	-3	9	9	7

Next compounds
SMILES	CRFBP-R2 agonist	CHRM4 agonist	CHRM4 PAM	M5 antag	M4 antag	M5 ag	CRFR2-BP antag	M5 PAM	M1 PAM
COc1ccc(NC(=O)c2ccccc2NC(=O)CN2CCCCCC2)cc1	-0.4	1	2	5	4	-8	-4	2	-3
COc1ccccc1/C=C/C(=O)NC(=S)N(C)C1CCCCC1	0.6	19	-11	12	11	-1	3	-19	-2
Cc1c(N=C/C=C/c2ccccc2)c(=O)n(-c2ccccc2)n1C	0.6	0	-17	27	53*	-7	12	-23	-31
c1ccc(-c2nnc(SCc3nc4ccccc4[nH]3)o2)cc1	-0.6	11	-12	-5	1	2	8	-11	-2
CC(=O)c1nn(-c2ccccc2)cc1C(=O)c1ccc(C)cc1	-0.4	1	-4	-8	6	1	-5	2	15
Cc1cc2c(SCC(=O)NC3CCCCC3)ncnc2s1	-0.5	1	-2	5	9	-3	-4	-1	10
Fc1ccc(CN2CCN(c3ncnc4scc(-c5ccccc5)c34)CC2)cc1	1.0	7	-4	20	-14	-1	-26	-13	-8
CCN(c1ccccc1)S(=O)(=O)c1cccc(C(=O)OCc2nc3sc(C)c(C)c3c(=O)[nH]2)c1	0.9	17	-7	0	25	1	-10	-6	6
O=C(CCc1nc(-c2ccc(Cl)cc2)no1)NC1CCCC1	-1.8	7	-10	0	0	1	12	-7	-5
CCN1CCN(c2nn3c(=O)c4ccccc4nc3c3ccccc23)CC1	0.0	2	-2	8	-1	-3	-11	-2	1
O=C(c1ccco1)N1CCN(c2ccc([N+](=O)[O-])cn2)CC1	-0.5	3	10	-7	-24	-1	-2	3	-7
